# Assay outcomes deposited in PubChem by PCMD.
# CatL block = inhibitors of human cathepsin L, biochemical | Procathepsin L (Homo sapiens), P07711 | purified cathepsin L, fluorogenic substrate, fluorescence | inhibition, %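 (tested at 10 µM)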 | hit rate 0.17% among 58,000 | AID 460, 2006; in the data active = inhibition above about 45%;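 note: 0% = enzyme with no compound and 100% = no enzyme blank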
# C1s inh = complement C1s protease inhibitors, primary screen, biochemical, 10-compound mixtures. Complement C1s subcomponent (Homo sapiens), P09871. purified C1s, fluorogenic AMC substrate, pooled mixtures. mean inhibition % of two 10-compound mixtures (hits give high values), % at 5 µM (by protocol). hit rate 0.16% among 62,000;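 active = inhibition above 20% in each of the two 10-compound mixture wells holding the compound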;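 note: 0% = enzyme wells lacking compound mixture and 100% = no-enzyme blank wells; some compounds called inactive have numbers as strong as hits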
# CatG inh = human cathepsin G inhibitors, primary screen, biochemical, pooled compound mixtures, AMC fluorescence | P08311 | purified enzyme, AMC-tetrapeptide fluorescence | inhibition, % at 5 µM (by protocol) | hit rate 0.2% among 62,000 | AID 581, 2007;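 active = inhibition above 20% in each of the two mixture wells holding the compound; inactive = inhibition of 20% or less in either well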;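 note: 0% = enzyme control without mixture and 100% = blank lacking enzyme; strong numbers were not always called active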
# Target sequence (P08311 21-244 limits assumed): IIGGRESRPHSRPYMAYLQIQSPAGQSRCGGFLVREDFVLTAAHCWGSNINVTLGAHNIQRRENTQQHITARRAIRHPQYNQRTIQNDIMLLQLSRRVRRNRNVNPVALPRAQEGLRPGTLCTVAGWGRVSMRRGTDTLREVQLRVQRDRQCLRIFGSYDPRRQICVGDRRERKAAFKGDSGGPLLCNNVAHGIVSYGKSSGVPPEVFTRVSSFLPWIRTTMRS
# E coli RNAP = E. coli RNAP inhibitors, biochemical | DNA-directed RNA polymerase subunit beta (Escherichia coli (strain K12)), P0A8V2 | E. coli RNA polymerase, fluorescence transcription assay | inhibition, %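 (tested at 10 µM)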 | hit rate 0.2% among 62,000; in the data active = inhibition above about 20%;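 note: 0% = enzyme without compound and 100% = no enzyme blank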
# CatB mix inh = cathepsin B inhibitors from pooled compounds, primary screen, biochemical, compound mixtures, AMC fluorescence; Purified cathepsin B, AMC dipeptide fluorescence; inhibition, %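 (ten-compound pools at 5 µM per compound and 50 µM total)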; hit rate 0.06% among 62,000; in the data active = inhibition above about 22%, passing the limit was not always enough;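 note: 0% = enzyme without compound and 100% = no enzyme blank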
# AP ELISA ortho = alternative complement pathway inhibitors, primary screen, biochemical, ELISA, human serum, orthogonally pooled compounds | LPS-coated ELISA, C3 deposition; tested in compound mixtures | inhibition, % at 5 µM | hit rate 0.08% among 62,000 | AID 1235, 2008;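 active = inhibition above 30% in each of the two pooled mixtures holding the compound, so the lower value exceeds 30%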;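 note: 0% = serum in Mg-EGTA without compound and 100% = EDTA serum blank; some compounds past the cut are filed as inactive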
#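 Assay system: Human serum alternative complement pathway, C3 deposition on LPS-coated wells | Incubation: 1 h serum-compound exposure at 37 °C | Doses: 5 µM per compound in ten-compound mixtures | Read-out: Percent inhibition | Technique: ELISA with HRP anti-human C3 antibody, TMB substrate, absorbance 450 nm | Replication: Two pool placements per compound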
# CatS inh = inhibitors of human cathepsin S, biochemical, compound mixtures | P25774 | recombinant cathepsin S, AMC dipeptide fluorescence, pooled mixtures | inhibition, %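 (tested at 5 µM per compound within 10-compound mixtures)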 | hit rate 0.06% among 62,000 | AID 501, 2006; in the data active = inhibition above about 32%, passing the limit was not always enough;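 note: 0% = enzyme without compound and 100% = blank without enzyme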
# FXIa inh mix = FXIa protease inhibitors in compound pools, primary screen, biochemical, 10-compound mixtures; Coagulation factor XI (Homo sapiens), P03951; purified FXIa, fluorogenic substrate, pooled mixtures; inhibition, % at 5 µM; hit rate 0.19% among 62,000; AID 680, 2007; in the data active = inhibition above about 20%, passing the limit was not always enough;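 note: each value is inhibition by a whole ten-compound pool holding the compound; 0% = enzyme with no mixture and 100% = wells lacking enzyme; strong numbers were not always called active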
# Target sequence (P03951 19-387 limits assumed): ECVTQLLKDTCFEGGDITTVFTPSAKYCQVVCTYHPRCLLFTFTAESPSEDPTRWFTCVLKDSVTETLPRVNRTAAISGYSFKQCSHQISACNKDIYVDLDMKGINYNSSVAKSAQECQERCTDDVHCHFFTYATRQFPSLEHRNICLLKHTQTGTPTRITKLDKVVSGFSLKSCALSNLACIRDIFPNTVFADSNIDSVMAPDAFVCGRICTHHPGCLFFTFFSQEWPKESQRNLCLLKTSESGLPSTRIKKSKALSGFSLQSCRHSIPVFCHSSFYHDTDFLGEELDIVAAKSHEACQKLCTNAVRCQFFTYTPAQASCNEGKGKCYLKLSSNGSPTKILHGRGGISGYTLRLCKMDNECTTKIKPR
# Target sequence (P03951 388-625 limits assumed): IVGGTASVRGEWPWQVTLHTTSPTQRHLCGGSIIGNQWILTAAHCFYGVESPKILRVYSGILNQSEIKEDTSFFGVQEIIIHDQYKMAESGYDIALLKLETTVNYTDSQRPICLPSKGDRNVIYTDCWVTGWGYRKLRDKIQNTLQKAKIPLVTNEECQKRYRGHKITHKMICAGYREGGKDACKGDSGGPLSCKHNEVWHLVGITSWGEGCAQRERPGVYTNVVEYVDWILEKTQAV
# CatB inh = human cathepsin B inhibitors, primary screen, biochemical, fluorogenic substrate | inhibition, %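 (tested at 10 µM)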 | purified cathepsin B, fluorescence | AID 453, 2006 | P07858 | hit rate 0.1% among 63,000; in the data active = inhibition above about 21%;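 note: 0% = enzyme with no compound and 100% = no enzyme blank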
# * marks the source's active call; other numbers are inactive results; / = not tested or not shown. An excerpt; count on the stated rates, not on these rows.
SMILES,CatL block,C1s inh,CatG inh,E coli RNAP,CatB mix inh,AP ELISA ortho,CatS inh,FXIa inh mix,CatB inh
Cc1cccc(NC(=O)COc2ccc(Br)cc2)n1,-3,3,3,7,8,14,-2,7,0
Cc1cc(C)nc(NC2=NCC(=O)N2c2ccc(F)c(Cl)c2)n1,5,-3,-1,0,-3,13,0,3,-2
O=C1Nc2ccccc2C(O)(C(=O)N2CCCCC2)N1c1ccccc1 (centres undefined),17,17,12,12,2,4,8,4,-1
CCC(C)[C@H](NC(=O)Nc1ccc(C(C)=O)cc1)C(=O)OC (some centres undefined),-11,-25,-2,6,-2,13,-9,-3,3
CC1CCCN(CC(=O)Nc2ccc(S(=O)(=O)NC3CCCCC3)cc2)C1 (centres undefined),12,6,13,11,3,2,8,3,2
N#Cc1nc(-c2cccc3ccccc23)oc1N1CCCCC1,-8,-159,-18,4,-8,-2,-25,-40,0
O=C(CC1SC(N2CCCCC2)=NC1=O)Nc1cccc(C(=O)O)c1 (centres undefined),-4,7,9,16,6,-4,13,6,-1
COc1ccc(N2CCN(C(=O)C34CCC(C)(C(=O)C3)C4(C)C)CC2)cc1 (centres undefined),8,5,-4,2,1,0,-6,11,-1
O=S(=O)(c1cc(C(F)(F)F)ccc1Cl)N1CCCCCC1,-3,-27,-1,7,5,9,3,5,-3
C=CCSC1=C(C#N)C(c2cc(Br)c(O)c(OC)c2)CC(=O)N1 (centres undefined),/,-5,3,3,-1,6,23,4,1
O=C(Cn1cnc2c(cnn2-c2ccccc2)c1=O)NCCc1ccccc1,-3,19,12,7,3,17,-16,6,5
CCCc1nnc(SCC(=O)N2CCCC2)n1CC1CCCO1 (centres undefined),-2,13,8,-4,-3,19,-4,8,0
O=C(NC1CCCCCC1)c1ccc(N2CCCC2=O)cc1,/,-36,-11,-5,-1,7,-2,-2,-1
O=C1N2c3ccccc3CCc3cccc(c32)C1(O)C(F)(F)F (centres undefined),4,-5,6,-1,-1,6,14,3,-3
Cc1cc(NC(=O)CSc2nc3c(c(=O)n2CCc2ccccc2)SC(C)C3)no1 (centres undefined),-5,3,0,-5,2,15,-2,13,-1
Cn1cccc1C(=O)NC(=O)COC(=O)Cc1coc2ccc3ccccc3c12,11,-8,7,5,4,18,-1,4,8
Cc1c(N=C/C=C2\N(C)c3ccccc3C2(C)C)c(=O)n(-c2ccccc2)n1C,6,1,5,1,3,11,-2,-1,0
CC(Sc1nnnn1C)C(=O)Nc1ccccc1-c1ccccc1 (centres undefined),4,9,14,2,3,18,11,22,1
COC(=O)/C(=C1/Oc2cc(C)oc(=O)c2S1)C(F)(F)F,-3,4,-3,2,0,10,-5,0,-2
CCOC(=O)Cn1c(=O)oc2cc(S(=O)(=O)NCCCc3ccccc3)ccc21,-7,1,-2,3,4,20,0,7,-2
CCN(CC)c1ccc(CNc2ccc(Br)cn2)cc1,0,-1,-4,3,5,7,1,3,1
COc1cccc(/C=N/n2c(C)nc3ccccc32)c1OC,9,-17,-11,6,0,17,-9,-7,6
COc1nc(NCc2ccc(Cl)cc2)nc(OC)n1,7,6,-4,5,6,-11,12,2,5
CCOc1ccc(OCC(=O)Nc2ccc(S(=O)(=O)Nc3cc(C)nc(C)n3)cc2)cc1,16,6,1,4,-2,1,7,0,3
Cc1cc(Cl)c(S(=O)(=O)Nc2ccc3c(c2)OCO3)cc1OCC(N)=O,21,-20,4,4,-2,-8,-5,-5,7

# Sorted by molecular weight (highest first): three of the compounds above.
SMILES,CatL block,C1s inh,CatG inh,E coli RNAP,CatB mix inh,AP ELISA ortho,CatS inh,FXIa inh mix,CatB inh
CCOC(=O)Cn1c(=O)oc2cc(S(=O)(=O)NCCCc3ccccc3)ccc21,-7,1,-2,3,4,20,0,7,-2
O=C1Nc2ccccc2C(O)(C(=O)N2CCCCC2)N1c1ccccc1 (centres undefined),17,17,12,12,2,4,8,4,-1
COc1cccc(/C=N/n2c(C)nc3ccccc32)c1OC,9,-17,-11,6,0,17,-9,-7,6

# The list goes on.
SMILES,CatL block,C1s inh,CatG inh,E coli RNAP,CatB mix inh,AP ELISA ortho,CatS inh,FXIa inh mix,CatB inh
COc1ccc(N2CCN(c3ccc(N)cc3C#N)CC2)cc1,-5,-5,-13,0,5,18,4,1,-4
O=C(Nc1ncnc2c1ncn2C1OC(COC(=O)c2ccccc2)C(F)C1O)c1ccccc1 (centres undefined),4,4,8,-3,-3,22,4,-2,0
O=C(Oc1cccc(NC(=O)c2ccco2)c1)c1cccc(S(=O)(=O)N2CCCC2)c1,6,26,-1,5,5,-9,8,6,7
CCCCCCOc1cccc(N)c1,11,-1,0,17,3,8,10,2,7
CCCNC(=O)C1CCN(S(=O)(=O)c2ccc3nc4c(c(C(=O)O)c3c2)CCCCC4)CC1,6,-4,3,-3,-1,13,6,3,-2
CCN(CC)c1ncc(C)c(=O)[nH]1,-3,-15,1,-2,-4,-9,-3,5,-4
COc1ccc(-c2cc(C(=O)NCCN3CCOCC3)c3ccccc3n2)cc1,-4,-8,9,3,2,1,-2,3,2
CCOC(=O)C1=C(C)NC(C)=C(C(=O)OCC)C1c1ccccn1,11,-10,-6,0,4,-2,11,5,10
CCCC(C(=O)NC1CCCC1)N(C(=O)Cn1nnc(-c2ccc(C)o2)n1)C1CCCC1 (centres undefined),-11,4,3,8,7,8,1,8,-3
O=C(c1ccco1)N1CCN=C1SCc1cccnc1,0,12,9,1,3,11,-3,5,1
COCCNC(=O)C1CC(=O)N(c2ccc(F)c(Cl)c2)C1 (centres undefined),10,13,9,10,3,7,14,4,4
COC(=O)Cc1[nH]nc2c1C(C1C=CCCC1)C(C#N)=C(N)O2 (centres undefined),2,-3,9,3,8,9,-4,1,4
O=C(NCCCN1CCN(c2ccc(F)cc2)CC1)c1cccc(N2CCCC2=O)c1,-2,-35,-17,-5,-1,-5,-2,-3,1
O=C(COC(=O)CCNS(=O)(=O)c1ccc(Cl)cc1)NCc1ccco1,-8,0,-3,-2,3,12,0,4,-1
CCCCC(c1nnnn1CCOC)N1CCN(C(=O)c2ccco2)CC1 (centres undefined),-6,16,15,10,5,4,8,2,4
CCOC(=O)N1CCN(C(=O)CN(c2ccc(OCc3ccccc3)cc2)S(C)(=O)=O)CC1,-11,-26,3,4,1,-9,12,-13,4
CC(=O)NC(C)c1nc2ccccc2n1Cc1ccccc1F (centres undefined),14,4,9,9,4,10,0,-3,-1
O=C(c1ccc(Cl)cc1Cl)N1CCC(c2nc3c(nnn3Cc3ccco3)c(=O)[nH]2)CC1,27,-9,8,5,0,11,11,-5,-1
COc1ccc2c(c1OC)C(=O)N1c3ccccc3C(=O)N(c3ccccc3)C21 (centres undefined),1,15,9,9,2,20,-3,7,-1
O=C(CN(C(=O)CNS(=O)(=O)c1ccccc1)c1ccc2c(c1)OCCO2)NCc1ccco1,2,5,11,0,4,13,-1,3,0
COc1ccc(NC(=O)N(Cc2cc3cc(OC)ccc3[nH]c2=O)CC2CCCO2)cc1 (centres undefined),-15,-22,-4,0,3,18,-4,2,-4
CS(=O)(=O)Nc1ccc(C(=O)NCc2ccco2)cc1,0,-2,-4,1,5,11,-12,-2,0
O=C(O)c1cccc(-n2cccc2/C=N/O)c1,0,-1,-2,1,1,4,18,5,2
CC(NC(=O)OCc1ccccc1)C(=O)N1CC(O)CC1C(=O)O (centres undefined),4,11,8,2,6,7,5,7,1
CC(=O)Nc1ccc(S(=O)(=O)N2CCN(C3CCCCCCC3)CC2)cc1,7,0,1,4,-4,-8,-5,0,-7

# Molecules above that contain an NH in an aromatic ring, in the order listed:
SMILES,CatL block,C1s inh,CatG inh,E coli RNAP,CatB mix inh,AP ELISA ortho,CatS inh,FXIa inh mix,CatB inh
CCN(CC)c1ncc(C)c(=O)[nH]1,-3,-15,1,-2,-4,-9,-3,5,-4
COC(=O)Cc1[nH]nc2c1C(C1C=CCCC1)C(C#N)=C(N)O2 (centres undefined),2,-3,9,3,8,9,-4,1,4
O=C(c1ccc(Cl)cc1Cl)N1CCC(c2nc3c(nnn3Cc3ccco3)c(=O)[nH]2)CC1,27,-9,8,5,0,11,11,-5,-1
COc1ccc(NC(=O)N(Cc2cc3cc(OC)ccc3[nH]c2=O)CC2CCCO2)cc1 (centres undefined),-15,-22,-4,0,3,18,-4,2,-4

# The listing continues.
SMILES,CatL block,C1s inh,CatG inh,E coli RNAP,CatB mix inh,AP ELISA ortho,CatS inh,FXIa inh mix,CatB inh
O=c1cc(C(F)(F)F)nc(-c2ccccc2)[nH]1,-5,-29,1,7,5,-1,11,10,-3
CCOC(=O)C(Cc1cc(C(C)=O)ccc1OC(C)C)C(=O)OCC,-6,-1,0,3,2,14,-2,2,-6
COc1cccc(-c2nnc(SCC(=O)Nc3ccc(S(N)(=O)=O)cc3)n2C)c1,12,11,14,10,4,10,7,0,2
Cc1cccc(Nc2nc(NCc3ccco3)nc(N3CCOCC3)n2)c1,10,2,4,10,9,1,10,17,-1
COCc1nnc(NC(=O)CCCCCN2C(=O)c3ccccc3C2=O)s1,-13,-14,-7,1,4,22,-16,-1,2
O=C(CN1CCN(C(=O)c2cccs2)CC1)NC1CCCCC1,10,-11,9,7,2,10,7,1,1
CCC1CCCCN1S(=O)(=O)c1ccc(C(=O)Nc2nnc(-c3cccs3)o2)cc1 (centres undefined),8,0,11,12,4,-4,4,3,2
Cc1cccc(N2CC34C=CC(O3)C(C(=O)O)C4C2=O)c1 (centres undefined),6,13,8,1,-1,14,-3,7,3
CC1CCN(C(=O)Nc2cccc(NC(=O)N3CCC(C)CC3)c2)CC1,4,0,0,3,0,1,-2,2,-3
CC(CCc1ccccc1)NC(=O)C1CCN(S(=O)(=O)N2CCCCC2)CC1 (centres undefined),20,-3,1,6,1,11,14,2,1
Cc1cccn2c(=O)c(C=NCc3ccco3)c(Nc3ccc(Cl)cc3)nc12,6,8,7,8,3,8,6,3,2
